Assay outcomes: PubChem BioAssay, several laboratories
Fh CTSL1 inh = blocks F. hepatica cathepsin L1 in PFM18AAP counter-screen; recombinant F. hepatica cathepsin L1, Z-Leu-Arg-MCA fluorescence; inhibition, % at 5.96 µM; actives 0.49% (n = 300,000); AID 1906;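 active = inhibition above the mean of all tested compounds plus 3 SD, set per screening campaign, cut at about 17% in these data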;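 also: 0% = plate median of test compound wells and 100% = 1 µM Z-Phe-Ala-diazomethylketone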
Efflux pump mplx = inhibitors of Candida antifungal efflux pumps expressed in yeast | S. cerevisiae Candida pump triplex, Nile Red efflux | inhibition, % at 10 µM | actives 0.44% (n = 330,000);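 active = plate passing quality check with inhibition over a set limit, or well fluorescence over plate mean plus 4 SD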;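 also: Nile Red retained in pooled yeast measured as flow cytometry median fluorescence; 0% = buffer negative control and 100% = Enniatin B positive control; higher means more Nile Red kept so more efflux inhibition; some compounds called inactive have numbers as strong as hits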
PP1 counter = PP1-alpha (human) inhibition in PP5 counter-screen; purified PP1alpha, OMFP fluorescence; AID 2235; actives 0.9% (n = 320,000); P62136; inhibition, % at 6.7 µM;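 active = inhibition above the mean inhibition of all tested compounds plus 3 SD, computed separately for each screening campaign, cut at about 15% in these data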
PREPL inh = inhibitors of human prolyl oligopeptidase-like enzyme PREPL; inhibition, % at 5.96 µM; recombinant PREPL, fluorescence polarization activity-based probe; actives 0.68% (n = 320,000); AID 2751; Q4J6C6; in the data active = inhibition above about 43%;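 also: 0% = enzyme with DMSO and 100% = wells lacking enzyme; many of its hits are not listed in these tables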
Target sequence (Q4J6C6 whole entry, looked up): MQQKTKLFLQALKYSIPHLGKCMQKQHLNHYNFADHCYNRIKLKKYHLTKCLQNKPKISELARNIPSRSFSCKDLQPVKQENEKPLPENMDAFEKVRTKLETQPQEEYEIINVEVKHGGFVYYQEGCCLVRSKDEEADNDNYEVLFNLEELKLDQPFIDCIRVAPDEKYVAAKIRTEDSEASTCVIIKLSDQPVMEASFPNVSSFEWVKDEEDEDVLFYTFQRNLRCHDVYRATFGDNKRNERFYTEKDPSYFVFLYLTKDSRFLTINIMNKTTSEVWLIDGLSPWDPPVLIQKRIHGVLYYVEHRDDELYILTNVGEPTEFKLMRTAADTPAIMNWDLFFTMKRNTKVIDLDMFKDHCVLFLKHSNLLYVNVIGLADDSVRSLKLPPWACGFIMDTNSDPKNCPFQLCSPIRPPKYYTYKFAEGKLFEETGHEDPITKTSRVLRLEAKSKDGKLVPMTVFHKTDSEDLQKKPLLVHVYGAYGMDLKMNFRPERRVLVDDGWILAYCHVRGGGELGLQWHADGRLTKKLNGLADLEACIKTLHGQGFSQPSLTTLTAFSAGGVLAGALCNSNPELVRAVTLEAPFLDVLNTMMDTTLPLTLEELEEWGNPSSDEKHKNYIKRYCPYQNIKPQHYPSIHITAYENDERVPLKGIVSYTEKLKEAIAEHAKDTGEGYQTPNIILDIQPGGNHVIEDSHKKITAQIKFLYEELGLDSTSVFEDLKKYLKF
HCV core dimer = HCV core protein dimerization inhibition; actives 0.33% (n = 300,000); TR-FRET GST/Flag-core106 dimerization, 1536-well; inhibition, % at 5 µM;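 active = inhibition above the mean of all tested compounds plus 3 SD, set per screening campaign, cut at about 45% in these data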
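Assay system – GST-tagged and Flag-tagged HCV core protein residues 1-106 · Quantity – core106 proteins, GST 13.5 nM and Flag 17 nM · Benchmarks – unlabelled core106 and no-GST-core106 wells · Read-out basis – percent inhibition of core106 dimerization signal · Detection – time-resolved FRET, ex 340 nm, em 617 and 671 nm · Schedule – 4 h at 22.5 °C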
ZTA counter = ZTA (EBV) inhibition in EBNA-1 counter-screen | ZTA-DNA binding, fluorescence polarization | inhibition, % at 11 µM | actives 0.15% (n = 320,000); in the data active = inhibition above about 33%
Target sequence (P03206 whole entry, looked up): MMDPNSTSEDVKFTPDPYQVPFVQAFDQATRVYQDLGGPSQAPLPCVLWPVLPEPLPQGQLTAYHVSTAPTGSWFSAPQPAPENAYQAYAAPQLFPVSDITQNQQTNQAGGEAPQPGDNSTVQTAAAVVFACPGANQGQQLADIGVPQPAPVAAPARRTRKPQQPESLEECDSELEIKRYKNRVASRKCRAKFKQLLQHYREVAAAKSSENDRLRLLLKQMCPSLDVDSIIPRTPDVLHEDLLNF
TPT1 inh = C. albicans TPT1 enzyme inhibition | recombinant caTPT1, FP RNA substrate dephosphorylation | inhibition, % at 5 µM | actives 0.81% (n = 300,000);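 active = inhibition above the mean of all tested compounds plus 3 SD, set per screening campaign, cut at about 24% in these data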;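 also: plate controls were DMSO alone for no effect and ferristatin control at 100 nM for full effect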
EBNA-1 inhibitor = blocks EBNA-1 binding to DNA | EBNA-1 DNA binding, fluorescence polarization | inhibition, % at 14.8 µM | actives 0.34% (n = 300,000) | AID 1950; in the data active = inhibition above about 28%
PP5 inh = PP5 (human) phosphatase inhibition. P53041. purified PP5c, OMFP substrate fluorescence. inhibition, % at 6.7 µM. actives 0.18% (n = 320,000);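 active = inhibition above the campaign's mean inhibition across all tested compounds plus 3 SD, cut at about 9.5% in these data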;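 also: 0% = DMSO only and 100% = 100 µM cantharidin control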
* marks the source's active call; other numbers are inactive results; . = not tested or not shown. A portion of the library; count on the stated rates, not on these rows.

Structure,Fh CTSL1 inh,Efflux pump mplx,PP1 counter,PREPL inh,HCV core dimer,ZTA counter,TPT1 inh,EBNA-1 inhibitor,PP5 inh
O=C(CN1C(=O)c2ccccc2S1(=O)=O)c1cccc(Br)c1,-1,0.0,-2,1,4,-1,-1,13,1.2
Cc1cc(C)c(C(=O)CN2C(=O)NC3(CCC(C)CC3)C2=O)cc1C (stereo not drawn),4,0.0,-2,13,6,-10,-3,15,0.6
Cc1ccccc1-c1noc(-c2cccs2)n1,-1,-0.3,-3,-3,-1,-4,-1,-9,2.7
CCCC(O)(c1ccc(OC)cc1)C(CN(C)C)c1ccccc1 (stereo not drawn),3,-0.1,-5,41,-1,-4,0,1,1.1
CCCc1nc(SCC(=O)N2CCC(Cc3ccccc3)CC2)c2c(=O)n(C)c(=O)n(C)c2n1,-1,0.0,0,40,40,14,-2,3,1.7
C/C(=N/NC(=O)c1cccs1)c1cccs1,-1,0.2,-3,-7,-1,-9,1,8,3.7
COc1ccc(/C(C#N)=C/c2ccccn2)cc1,-3,1.4*,-3,-3,-10,-7,-5,-12,-5.0
CC(=O)NC(CC(=O)O)c1ccccc1 (stereo not drawn),-4,0.1,-1,-4,2,4,-2,3,-2.0
COc1ccc(/C=N/Nc2nnc(Cc3ccccc3)c(=O)[nH]2)cc1OC,5,0.1,2,19,2,-13,0,4,0.3
CCOC(=O)N1CCC(NCCNC(=O)c2ccco2)CC1,-1,0.1,0,5,1,-2,-3,-4,-2.7
COc1ccc(CCNC(=O)CN2C(=O)COc3ccc(S(=O)(=O)N4CCOCC4)cc32)cc1OC,3,0.2,-1,6,11,5,1,-4,1.5
Cc1ccccc1OC(C)C(=O)Nc1ccc2c(c1)OCCO2 (stereo not drawn),-3,0.2,-1,3,-3,1,0,5,2.6

Going on with the list:
Structure,Fh CTSL1 inh,Efflux pump mplx,PP1 counter,PREPL inh,HCV core dimer,ZTA counter,TPT1 inh,EBNA-1 inhibitor,PP5 inh
CCCCn1c(N)c(N(CCOC)C(=O)c2cccc(OCc3ccccc3)c2)c(=O)[nH]c1=O,1,-0.1,-2,-2,-2,5,0,11,1.2
O=C(CN1CCCCCCC1)NC(=O)NC1CCCCC1,1,-0.1,4,-3,-38,8,-1,6,-2.2
CCCCN(C(=O)c1ccc(S(=O)(=O)N2CCCC2)cc1)C1CCS(=O)(=O)C1 (stereo not drawn),1,0.1,-4,0,2,-2,1,-1,0.5
O=C(Nc1ccc(F)cc1)c1ccc(NC(=O)C2CCCO2)cc1 (stereo not drawn),3,0.1,-1,1,-2,1,0,7,1.1
CCOC(=O)C1CCCN(C(=O)c2ccccc2Oc2ccccc2)C1 (stereo not drawn),1,-0.2,-3,4,-1,-10,-2,0,-1.2
COc1ccc(CCN(C)CC(O)c2ccccc2)cc1OC (stereo not drawn),1,0.0,0,5,-3,-8,-4,0,0.6
CCOC(=O)C1CCN(C(=O)COc2ccc(N(C)S(=O)(=O)c3ccc(OCC)cc3)cc2)CC1,8,-0.1,-1,14,-4,-2,-2,-5,-2.5
OC(COc1ccccc1)CN(Cc1ccccc1)CC(O)COc1ccccc1 (stereo not drawn),3,0.1,1,-12,-18,-4,-1,5,5.7
O=[N+]([O-])c1cc(C(F)(F)F)ccc1Sc1nccn1Cc1ccccc1,0,-0.2,4,17,5,-8,-1,14,5.0
CCOc1ccccc1C(=O)NC(CO)C(=O)O (stereo not drawn),-1,0.2,-3,3,-3,-9,4,10,-1.1
Cc1ccc(S(=O)(=O)N2CCCC2C(=O)NCc2ccc3c(c2)OCO3)cc1 (stereo not drawn),2,-0.1,-1,14,-5,-2,-3,-1,1.5
CCOc1cc(N2CCOCC2)c(OCC)cc1NC(=O)Cn1[nH]c(=O)c2ccccc2c1=O,-1,-0.1,0,1,-4,-12,-1,5,6.7

Following part
Structure,Fh CTSL1 inh,Efflux pump mplx,PP1 counter,PREPL inh,HCV core dimer,ZTA counter,TPT1 inh,EBNA-1 inhibitor,PP5 inh
COc1ccc(NC(=O)c2cccc(NC(=O)C(C)C)c2)c([N+](=O)[O-])c1,-4,-0.1,-3,6,0,8,-2,-4,1.0
CC(C)N1CC(C(=O)Nc2cc(Cl)cc(Cl)c2)CC1=O (stereo not drawn),3,0.8,6,1,-10,4,1,-21,-3.0
O=C(NCC1CCCO1)c1nc2c(nnn2Cc2ccccc2Cl)c(=O)[nH]1 (stereo not drawn),0,-0.1,5,-6,-4,10,3,-1,0.5
COc1ccc(C(=O)N2CCCC(c3nc(-c4cc(OC)c(OC)c(OC)c4)no3)C2)cc1 (stereo not drawn),-3,0.0,-1,12,-2,-6,0,8,0.4
Cc1cc(NC(=O)C(=O)NCCN2CCN(S(C)(=O)=O)CC2)ccc1Br,2,0.1,-6,6,0,19,-3,6,-3.3
CCN1CC(=O)Nc2cc(S(=O)(=O)N3CCOCC3)ccc21,1,0.0,0,-3,-1,9,0,-13,1.6
N#Cc1c2c(c(NCCN3CCOCC3)n3c1nc1ccccc13)CCCC2,5,-0.1,-3,13,3,13,-3,13,-0.3
Cc1ccc(S(=O)(=O)N(C(=N)N)c2nc(N(C)C)nc(N(C)C)n2)cc1,4,-0.1,1,-1,3,6,-1,31*,-1.9
O=C(Cc1ccc(Cl)c(Cl)c1)Nc1ccc2[nH]c(=O)[nH]c2c1,-1,0.1,7,9,-1,-13,2,9,0.5
Cc1ccc(S(=O)(=O)N2CCOCC2)cc1NC(=O)COC(=O)CNC(=O)c1ccc(Oc2ccccc2)cc1,7,0.6,8,30,3,4,-6,5,4.1
O=[N+]([O-])c1ccc(N2CCCC2)cc1NC1CC1,6,-0.1,1,9,-1,3,-5,4,-0.1
Fc1cc(Cl)ccc1NC(=S)NCCN1CCOCC1,1,0.0,-1,4,2,2,2,-1,-3.4

(more compounds)
Structure,Fh CTSL1 inh,Efflux pump mplx,PP1 counter,PREPL inh,HCV core dimer,ZTA counter,TPT1 inh,EBNA-1 inhibitor,PP5 inh
CCOc1ncccc1C(=O)OCC(=O)Nc1cccc(S(=O)(=O)N2CCCCCC2)c1,.,-0.1,-4,-2,.,14,.,.,2.2
CCOC(=O)Cc1nn(Cc2ccccc2)c(=O)c2ccccc12,2,0.3,0,5,-3,1,-1,-15,-1.7
CN(C)S(=O)(=O)c1cc(NC(=O)CNCc2ccc(F)cc2)ccc1Cl,-1,-0.2,0,4,1,2,-1,6,-0.8
COc1cc(SC)ccc1C(=O)NCCCn1ccnc1,-1,0.0,-4,-7,1,-7,-1,-2,-1.8
O=C(CN(c1ccc2c(c1)OCCO2)S(=O)(=O)c1ccccc1)Nc1ccc2c(c1)OCO2,-3,-0.1,5,-72,37,-1,0,7,3.2
CCN1CCN(C(=O)C(=O)c2cn(CC(=O)N3CCCCCC3)c3ccccc23)CC1,1,-0.2,1,0,9,-14,-5,-4,3.2
O=S1(=O)CC2NC(=S)N(c3cccc(Br)c3)C2C1 (stereo not drawn),-1,0.1,2,3,2,-1,-3,-8,0.7
COc1ccc(CCNC(=O)C2CCN(Cc3nc(-c4ccccc4F)oc3C)CC2)cc1OC,1,0.3,-5,24,0,-10,-3,-12,0.9
CC(C)(C)C(=O)NC(=S)Nc1cc(C(=O)O)ccc1Cl,-1,-0.1,-4,1,-1,2,-1,6,3.2
COc1ccccc1/C=C1\SC(=S)N(CCC(=O)NCCc2ccc(O)cc2)C1=O,9,-0.2,2,13,10,0,-2,-2,1.3
COc1ccc(-n2cnc3scc(-c4ccccc4)c3c2=O)cc1,-3,0.5,9,-3,-8,-2,4,-6,-4.8
CCOc1cc(/C=C2/C(=O)N(c3ccccc3)N=C2C)ccc1OC(=O)c1ccco1,-4,-0.1,2,46*,1,-7,0,5,5.2

(listing goes on)
Structure,Fh CTSL1 inh,Efflux pump mplx,PP1 counter,PREPL inh,HCV core dimer,ZTA counter,TPT1 inh,EBNA-1 inhibitor,PP5 inh
Cc1ccc2c(c1)C(c1ccc(F)cc1)N(C(=O)c1ccccc1Br)CC(=O)N2 (stereo not drawn),3,0.0,3,34,12,7,2,-16,-0.1
O=C(NCCc1ccccc1)Nc1cccc(Cl)c1,0,0.1,3,-5,-7,-5,-4,11,1.4
Cc1ncc(CSc2nc3ccccc3[nH]2)c(N)n1,-2,0.0,-3,6,2,7,0,4,2.5
Cc1cc(C)c(NC(=O)C2CCC(=O)N2)c(C)c1 (stereo not drawn),3,0.0,1,23,0,-5,-7,2,-1.6
Cc1ccccc1CN1CCN(C/C=C/c2ccccc2)CC1,0,0.0,-1,-13,-3,10,2,5,0.1
C=CCc1cc(Cl)ccc1OCCOCCNC(C)CC (stereo not drawn),-4,0.0,0,-13,-4,-15,8,-10,2.5
CCN1c2ccccc2N(C)C1(C)c1ccccc1 (stereo not drawn),8,-0.2,2,79*,-6,10,-8,17,5.2
CCOC(=O)C1=C(N)Oc2cc(C)n(CCc3ccc(OC)c(OC)c3)c(=O)c2C1c1cccnc1 (stereo not drawn),3,0.1,-2,22,-4,7,-3,4,-0.2
O=C(NC1CCCCC1)c1cccnc1C(=O)O,-2,-0.2,2,16,-4,0,1,2,-1.4
CC(C)(C)C(=O)Nc1ccccc1C(=O)Nc1cccnc1,-1,0.1,1,13,2,2,1,-13,0.9
COc1ccc(C(=O)CSc2nnc(CNC(=O)c3ccc(OC)c(OC)c3)n2C)cc1,2,0.0,-3,4,-1,3,5,13,-1.1
COc1cc(/C=N\N=C2/SC(CC(=O)O)C(=O)N2c2ccc(O)cc2)ccc1O (stereo not drawn),0,-0.1,0,-5,-6,5,-2,-10,2.7

(more compounds)
Structure,Fh CTSL1 inh,Efflux pump mplx,PP1 counter,PREPL inh,HCV core dimer,ZTA counter,TPT1 inh,EBNA-1 inhibitor,PP5 inh
CCN1CCc2c(OCC(=O)Nc3ccc4c(c3)OCCO4)cccc2C1=O,-29,0.4,0,10,1,-6,-3,-7,-0.7
O=C(Nc1ccccc1N1CCCCC1)C1=COCCO1,.,0.0,2,8,.,1,.,.,1.5
Cc1ccc(S(=O)(=O)NC(CC(=O)n2nc(C)cc2C)c2ccccc2)cc1 (stereo not drawn),1,0.2,3,-21,1,-12,-6,6,1.9
COc1ccc(-c2nn(Cc3ccccc3)cc2C(=O)N2CCN(c3ncccn3)CC2)cc1OC,.,0.3,2,29,.,-8,.,.,-1.4
Cc1ccc(C(=O)NC(=S)Nc2cc(C(F)(F)F)ccc2Cl)cc1,-1,0.1,-3,1,11,1,-7,3,1.7
O=C(O)c1cccc(N/N=C/c2cccc3ccccc23)c1,8,-0.1,-1,20,-12,-10,-4,0,1.3
CC(C)OC(=O)c1c(NS(=O)(=O)c2ccccc2)sc2c1CCCC2,3,-0.2,0,5,21,-6,-3,6,0.4
CCC(c1nnc(SCC(=O)Nc2ccc(C(=O)N(C)C)cc2)n1Cc1ccccc1)N(C)C (stereo not drawn),-1,-0.1,-3,0,0,1,1,-2,2.2
CCOC(=O)c1c(C)[nH]c(C(=O)COC(=O)c2cc(C)oc2C)c1C,.,0.1,-1,-3,.,-2,.,.,1.7
CC(NC(=O)CN(C)Cc1cccc(Cl)c1)c1ccccc1 (stereo not drawn),1,-0.3,-3,4,0,-4,-1,1,2.2
CN1CCN(S(=O)(=O)c2ccc3[nH]cc(C(=O)O)c(=O)c3c2)CC1,-1,0.0,3,7,2,-2,-1,9,1.9
O=Cc1ccccc1OCc1ccc2c(c1)OCO2,5,0.3,3,31,-4,23,2,-1,0.9

Structures listed so far marked active in EBNA-1 inhibitor:
| Structure | Efflux pump mplx | PREPL inh | HCV core dimer | TPT1 inh | EBNA-1 inhibitor | PP5 inh |
| --- | --- | --- | --- | --- | --- | --- |
| Cc1ccc(S(=O)(=O)N(C(=N)N)c2nc(N(C)C)nc(N(C)C)n2)cc1 | -0.1 | -1 | 3 | -1 | 31* | -1.9 |
